# Nrf2 ARE act – activators of Nrf2 (ARE) signaling. 0.31% of 410,000 active. AID 624171. AREc32 ARE-luciferase reporter (MCF7-derived line), luminescence, 24 h. Potency, µM (series often up to 46.1 µM), inactives show at the top dose activation, most hits filed as activators; also: potency is read from the fitted curve at half-maximal effect; % of control where 0% means no effect; nearly all actives have a fitted effect of over 65% in size
#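 Each well held 1000 AREc32 cells, which were incubated with compound for 24 hr at 37 deg C after overnight attachment, and ARE reporter activity was quantified by firefly luciferase luminescence.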
# TGFb inhibitor – inhibitors of TGF-b signaling | 1.2% of 410,000 active | AID 588855 | HepG2 CAGA-GFP TGF-b/SMAD3 reporter, GFP fluorescence, 18 h; TGF-beta stimulated, 500 pg/mL final | Potency, µM (doses to about 46.1 µM), inactives show at the top dose activity, negative = inhibition, most hits filed as inhibitors; also: potency is read from the fitted curve at half-maximal effect; % is scaled to controls: 0 for no effect and ±100 for the full control effect; nearly all actives have a fitted effect of over 65% in size
#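 HEPG2 CAGA-GFP reporter cells (1000/well, DMEM with 1% FBS) received compounds, then recombinant TGF-beta at 500 pg/mL final for 18 hours at 37 degrees C. Per-cell GFP summed per well was normalised to unstimulated and stimulated DMSO controls before curve fitting.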
# Mm-Cpn inhibitor – M. maripaludis TRiC chaperonin inhibition | purified Mm-Cpn ATPase, ADP Transcreener TR-FRET | Potency, µM (doses to about 76.9 µM), without a hit: at the top dose activity, negative = inhibition, usual class: inhibitors | 0.031% of 330,000 active | AID 504842; also: potency is read from the fitted curve at half-maximal effect; % is scaled to controls: 0 for no effect and ±100 for the full control effect; nearly all actives have a fitted effect of over 80% in size
#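 Purified archaeal Mm-CPN (25nM final) preincubated 10 min at 37degC with compound, then 10uM ATP for 30 min at 37degC; ADP measured by HTRF Transcreener TR-FRET; buffer 30 mM TRIS pH 7.4, 100mM KCl, 5mM MgCl2, 1mM DTT.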
# HepG2 viability – kills HepG2 cells in TGF-b inhibitor counter-screen. Potency, µM (highest dose often 46.1 µM), for the others: at the top dose activity change, negative = cytotoxicity, usual class: cytotoxic. AID 588856. 0.76% of 410,000 active. HepG2 CAGA-GFP viability, ATP luminescence, 18 h; also: potency is read from the fitted curve at half-maximal effect; some results filed as inactive show a strong effect at the top dose
#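 CellTiter-Glo luminescence gave cytotoxicity after 18 hours at 37 degrees C. The cells were HepG2 CAGA-GFP in 1% FBS DMEM, stimulated with 500 pg/mL TGF-beta after compound addition. %Activity was normalised to no-cell wells (complete cell-killing) and DMSO (no toxicity), and curves were fitted and classified.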
# pAkt inh – Akt phosphorylation inhibition. activity change, % for hits at 50 µM. Neuro2A IGF-stimulated pAkt S473 HTRF, 20 min; hits give low values. AID 651550. 0.32% of 360,000 active; in the data active = activity change below about -80%; inconclusive = mostly about -51% to -80%; also: % is scaled to controls: 0 for no effect and ±100 for the full control effect
#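 Neuro2A cells (4,500/well, DMEM with 0.5% FBS) were treated with compound at a single 50 µM final concentration, stimulated with 6 nM IGF for 20 min at 37 °C, and lysed. Phospho-Akt Ser473 was read by HTRF as 665/615 ratio ×10^4.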
# Abeta yeast res – A-beta toxicity reversal in yeast. yeast expressing A-beta42, growth rescue, OD600, 48 h; response scale: 0% DMSO, 100% iron-clioquinol control. Potency, µM (series often up to 46.1 µM), for the others: at the highest dose growth rescue, usual class: activators. 0.063% of 410,000 active. AID 1347071; also: potency is read from the fitted curve at half-maximal effect; nearly all actives have a fitted effect of over 55% in size
#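 Yeast A-beta toxicity model in growth medium with pinned compounds, 48 h at 30 C; growth read as absorbance at 600 nm. Normalized to FeCl3/clioquinol equimolar mix (positive) and DMSO (negative).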
# Nrf2 block – blocks Nrf2 signaling. A549 ARE-Fluc reporter, luciferase luminescence, 18-24 h. 2.1% of 360,000 active. Potency, µM (top dose mostly 46 µM), for the others: top-dose activity change, negative = inhibition, hits mostly inhibitors. AID 504444; also: potency is read from the fitted curve at half-maximal effect; % is scaled to controls: 0 for no effect and ±100 for the full control effect; nearly all actives have a fitted effect of over 60% in size
#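 Quantitative HTS in A549 cells stably bearing an antioxidant response element-firefly luciferase construct. Inhibition of Nrf2-driven transcription was scored by luminescence after 18-24 h of compound exposure at 37 °C.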
# CCT chaperon mod – cytosolic chaperonin activity modulation; AID 651819; activity change, % (concentration not given with the values), hits read low; 0.3% of 360,000 active; purified chaperonin ATPase assay, HTRF ADP detection, 30 min; in the data active = activity change below about -30%; also: % is scaled to controls: 0 for no effect and ±100 for the full control effect
#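 ATPase activity: ADP formed was measured by HTRF Transcreener (665/615 nm ratio) after 30 min at 37 deg C with 10 uM ATP. Compounds screened at one 76 uM concentration against 40 or 20 nM TRiC in Tris pH 7.4/KCl/MgCl2/DTT buffer.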
# A549 viability – kills or reduces viability of A549 cells in Nrf2 counter-screen; A549 ARE-Fluc cells, CellTiter-Fluor viability, 18-24 h; Potency, µM (titrated, usually from 46 µM), for inactives: at the highest dose activity change, negative = cytotoxicity, actives largely listed as inhibitors; 0.16% of 390,000 active; also: potency is read from the fitted curve at half-maximal effect; % is scaled to controls: 0 for no effect and ±100 for the full control effect
#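 A549 ARE-Fluc cells in 5% FBS OPTI-MEM, 5000 cells/well, rested 2 h then exposed to compounds in concentration-response for 18-24 h at 37 °C. Viability by CellTiter-Fluor fluorescence (Ex 405/Em 525) after 30 min; luciferase luminescence (BugLite, 15 min, RT) read afterwards.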
# Starred values were filed as active, the others as inactive; i = inactive; ? = inconclusive; . = not tested or not shown; [ ] = dose if it differs, or a comment. Unless noted, calls follow the shape of the dose curve; as a rule, active = well fitted curve in the direction sought with a large enough effect; inconclusive = small, poorly fitted or top-dose-only effect, or another doubt; inactive = no such curve, though single readings can be large; an effect the other way counts as inactive or inconclusive.
SMILES,Nrf2 ARE act,TGFb inhibitor,Mm-Cpn inhibitor,HepG2 viability,pAkt inh,Abeta yeast res,Nrf2 block,CCT chaperon mod,A549 viability
O=C(c1cccs1)N1CCN(C23CC4CC(CC(C4)C2)C3)CC1,0.3%,16%,0%,2%,i,-11%,3%,-1.4,7%
CC1(C)CC(NC(=O)c2cc(S(=O)(=O)N3CCOCC3)c(Cl)cc2Cl)CC(C)(C)N1,0.0%,10%,-3%,-4%,i,19%,6%,4.8,1%
CC1(C(=O)NS(=O)(=O)c2cccs2)CCN1C(=O)C1CC1 (stereo not given),-1.2%[9.22 µM],3%,.,-8%,i,5%,.,-0.1,.
Cc1ccccc1OCC(=O)Nc1ccc2c(c1)Cc1ccccc1-2,-0.1%,-8%,-1%,-17%,i,1%,.,-0.5,6%
COc1ccc(C=NNc2ccc(S(=O)(=O)Nc3ccccc3C(=O)O)cc2[N+](=O)[O-])c(OC)c1,0.2%,?,1%,-25%,i,4%,-2%,-0.4,?
Cc1cc2c3c([nH]c2cc1S(=O)(=O)N1CCC2(CC1)OCCO2)CC(C)(C)CC3=O,3.4%,-12%,-1%,-30%,.,1%,23µM*,-2.3,16%
O=C(O)CNC(=O)c1ccc(OC(F)F)cc1,-0.5%,-1%,1%,-2%,i,19%,0%,-0.5,-4%
c1ccc(-c2csc(N3CCCCCC3)n2)cc1,-0.3%,1%,-1%,-41%,i,-21%,?,-0.2,0%
O=C(O)CNC(=S)N(Cc1ccccc1Cl)C1CCCC1,-0.6%,-5%,0%,-17%,i,7%,-15%,-1.5,0%
CCCCN(CC)CCCNC(=O)Cn1nc(CC)n2c(cc3sccc32)c1=O,0.0%,-1%,.,-12%,.,-1%,9%,.,7%
O=C(CSc1ccc(F)cc1)NC(=O)NCc1ccccc1,0.3%,12%,-6%,-2%,i,16%,12%,-4.4,-9%
C/C(=C/C=N/Nc1nc(N2CCCCC2)nc(N2CCCCC2)n1)c1ccccc1,0.2%,11%,0%,-13%,i,2%,-7%,-0.6,5%
CCN(CC(=O)NCc1ccc(Cl)cc1)C(=O)/C=C/c1cc(OC)c(OC)c(OC)c1,0.5%,3%,-8%,-1%,i,4%,-5%,1.4,-3%
Cc1ccccc1NC(=O)Cn1nc(-c2ccccc2)nc1-c1ccccc1,-0.8%,-8%,-1%,-9%,i,11%,-7%,-2.2,-14%
Cc1ccc(N(CN2C(=O)C3C4CCC(C4)C3C2=O)C(=O)c2ccco2)cc1 (stereo not given),0.0%,-6%,1%,-3%,i,-2%,10%,-1.3,-4%

# Reformatted field by field: four of the compounds above.
O=C(c1cccs1)N1CCN(C23CC4CC(CC(C4)C2)C3)CC1
  Nrf2 ARE act: 0.3%
  TGFb inhibitor: 16%
  Mm-Cpn inhibitor: 0%
  HepG2 viability: 2%
  pAkt inh: i
  Abeta yeast res: -11%
  Nrf2 block: 3%
  CCT chaperon mod: -1.4
  A549 viability: 7%

CC1(C)CC(NC(=O)c2cc(S(=O)(=O)N3CCOCC3)c(Cl)cc2Cl)CC(C)(C)N1
  Nrf2 ARE act: 0.0%
  TGFb inhibitor: 10%
  Mm-Cpn inhibitor: -3%
  HepG2 viability: -4%
  pAkt inh: i
  Abeta yeast res: 19%
  Nrf2 block: 6%
  CCT chaperon mod: 4.8
  A549 viability: 1%

CC1(C(=O)NS(=O)(=O)c2cccs2)CCN1C(=O)C1CC1 (stereo not given)
  Nrf2 ARE act: -1.2%[9.22 µM]
  TGFb inhibitor: 3%
  Mm-Cpn inhibitor: .
  HepG2 viability: -8%
  pAkt inh: i
  Abeta yeast res: 5%
  Nrf2 block: .
  CCT chaperon mod: -0.1
  A549 viability: .

Cc1ccccc1OCC(=O)Nc1ccc2c(c1)Cc1ccccc1-2
  Nrf2 ARE act: -0.1%
  TGFb inhibitor: -8%
  Mm-Cpn inhibitor: -1%
  HepG2 viability: -17%
  pAkt inh: i
  Abeta yeast res: 1%
  Nrf2 block: .
  CCT chaperon mod: -0.5
  A549 viability: 6%

# Other results
SMILES,Nrf2 ARE act,TGFb inhibitor,Mm-Cpn inhibitor,HepG2 viability,pAkt inh,Abeta yeast res,Nrf2 block,CCT chaperon mod,A549 viability
Cc1ccc2nc(NC(=O)C3CCCN(S(=O)(=O)c4cnc[nH]4)C3)sc2c1 (stereo not given),-0.1%,-1%,0%,0%,i,9%,?,-1.4,4%
Nc1c(S(=O)(=O)c2cccs2)c2nc3ccccc3nc2n1Cc1ccccc1,0.0%,5%,-19%,-26%,i,-9%,?,-1.3,-17%
CCCOc1ccc(C(=O)NNC(=S)NC(=O)c2cc(-c3ccc(Cl)cc3)nc3ccccc23)cc1,0.8%,-13%,-2%,-31%,i,-14%,4.6µM*,-0.2,-18%
CCOC(=O)C1(Cc2ccccc2)CCN(Cc2csc(C(C)=O)c2)CC1,-0.1%,-8%,3%,-5%,i,-2%,7%,1.3,3%
CCCC(=O)NNc1cc(=O)c2c(=O)n(C)c(=O)n(C)c2[nH]1,-0.5%,0%,0%,-30%,i,5%,-23%,-0.5,-6%
O=C(CSc1nc(C(F)(F)F)cc(=O)[nH]1)Nc1ccc2c(c1)OCCO2,0.1%,9%,-2%,1%,i,2%,3%,-0.5,-2%
CCCn1c(SCC(=O)Nc2ccccc2N2CCCCC2)nc2c1c(=O)n(C)c(=O)n2C,-0.7%,?,?,-5%,i,0%,?,-3.1,-1%
COc1ccc(C(=O)c2oc3ccccc3c2NC(=O)c2ccc(F)cc2)cc1,0.0%,-5%,.,-1%,.,-8%,-10%,.,2%
CCOC(=O)c1c(NC(=O)c2ccc(S(=O)(=O)N(CCOC)CCOC)cc2)sc2c1CC(C)(C)NC2(C)C,12%,11µM*,.,-61%,.,-14%,.,.,-8%
CCc1noc(C)c1C(=O)Nc1cc(Cl)ccc1N1CCOCC1,-0.1%,-1%,-2%,13%,i,14%,2%,-0.3,0%
CCOc1ccc(N(CC(=O)NCc2ccccc2)C(=O)Cn2nnc(-c3ccc(C)o3)n2)cc1,0.3%,8%,1%,-1%,i,3%,-2%,-1.5,-2%
Cc1c(C)c2ccc(OC(C)C(=O)N3C[C@H]4C[C@@H](C3)c3cccc(=O)n3C4)c(C)c2oc1=O (stereo not given in full),5.0%,-3%,-4%,-18%,i,-7%,-8%,-0.8,3%
Cc1cccc(NC(=O)c2ccccn2)c1C,2.1%,-21%,1%,-15%,i,-1%,?,-0.8,13%
O=C(O)c1ccc(OCCn2ccnc2)cc1,-0.2%,1%,?,-26%,i,-24%,9%,-1.3,1%
CC(C)CCNC(=O)C1CCC(Cn2c(=O)c3sccc3n(CC(=O)NC(C)C)c2=O)CC1 (stereo not given),-0.6%,0%,.,2%,.,-19%,?,.,-1%
Cc1ccc(C)c(OCCSc2nc3ccccc3n2CC(=O)N2CCOCC2)c1,0.6%,-15%,.,-29%,.,-12%,-3%,.,-2%
Cc1cc([N+](=O)[O-])nn1CC(=O)N/N=C/c1ccccc1O,-1.3%,-2%,-3%,-6%,i,-14%,9%,-0.9,5%
CCN(C(=O)COC(=O)c1ccc(C)c(S(=O)(=O)N2CCCCC2)c1)C1CCS(=O)(=O)C1 (stereo not given),0.1%,-2%,0%,-19%,i,0%,5%,-0.7,-8%
Cc1sc2nc(SCC(=O)N(CCO)CCO)nc(N)c2c1C,0.6%,12%,-4%,10%,i,-2%,-7%,-0.6,-7%
CCC1CCCCN1S(=O)(=O)c1ccc([N+](=O)[O-])cc1 (stereo not given),4.2%,-10%,-2%,-20%,i,-1%,3%,-3.0,9%
COc1ccc2c(c1)c(=O)oc1cc(OCC(=O)NC3CCCCC3)ccc12,-0.3%,4%,-2%,-4%,i,?,-43%,-0.7,.
Cc1ccccc1Sc1c(C#N)c(-c2ccccc2)nn1C,-0.5%,-19%,1%,-8%,i,21%,?,1.7,-2%[1.84 µM]
Cc1sc2nc(SCC(=O)N(C)Cc3ccccc3)n(-c3ccccc3)c(=O)c2c1C,-0.1%,-3%,1%,0%,i,-2%,.,0.3,-6%
CCOc1ccc2nc(N3C(=O)/C(=C/c4ccc(Cl)cc4)NC3=S)sc2c1,0.6%,-15%,-9%,-13%,i,-24%,?,-3.3,1%
COc1cc2c(cc1OC)CN(C1CCCN(Cc3cc(Cl)ccc3O)C1)CC2 (stereo not given),3.4%,-28%,-3%,-27%,i,-4%,?,0.5,8%
Cc1ccc(C)c(N2CC(C(=O)OCC(=O)Nc3cc(C)on3)CC2=O)c1 (stereo not given),0.0%,-4%,0%,-12%,i,-21%,2%,-1.5,2%
COc1ccc(CCN2C(=NC(=O)CCC(=O)O)SC3CS(=O)(=O)CC32)cc1 (stereo not given),0.4%,-5%,1%,-5%,i,12%,-12%,-0.1,-5%
COc1ccc(C(=O)NCc2ccncc2)cc1S(=O)(=O)NCc1ccc(Cl)cc1,-0.9%,7%,-1%,5%,i,4%,9%,1.0,-4%
CCCCNC(C(=O)Nc1ccc([N+](=O)[O-])cc1Br)c1ccccc1 (stereo not given),-0.2%,?,-3%,0%,i,25%,12%,0.7,-4%
CC(=O)Nc1ccc(N2C(=O)CSC2c2cccc(Br)c2)cc1 (stereo not given),4.1%,1%,1%,-13%,i,-7%,?,0.1,-1%
c1ccc(CN2CCC3(CC2)Nc2ccccc2S3)cc1,20%,0%,3%,-51%,i,14%,0%,-3.3,4%
C=CCN1C(=O)N(/C=C/C)c2cccc3cccc1c23,0.1%,24%,-1%,-18%,i,10%,-8%,-1.7,1%

# Screening data deposited in PubChem by National Center for Advancing Translational Sciences (NCATS).
